# KCC2 mod: modulates chloride dependent transport by human KCC2; 2.2% of 190,000 active; B-score of Tl+ flux slope (higher = more flux/activation; lower = inhibition) at 10 µM; KCC2 cells, thallium flux FluoZin-2 fluorescence;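 active means thallium flux slope and its plate-corrected score both differing from the plate sample mean at a set confidence after two filtering rounds, in either direction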;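 further: slope of fluorescence scaled to starting intensity during 10 to 20 s after thallium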
# TRPN1 ag: activates the zebrafish TRPN1 channel | HEK293 zebrafish TRPN1-YFP, Fluo-8 calcium fluorescence; 100% = response to 87 µM carbachol | 0.18% of 220,000 active | AID 1424 | activation, % at 3 µM;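 active means activation above its plate's cutoff, the mean activation of test wells on that plate plus 3 SD, cut at about 19% in these data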;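 further: 0% = DMSO alone and 100% = 87 µM carbachol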
#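 Control set: carbachol 87 µM as high control, DMSO as low control; system: HEK293 stable line with zebrafish TRPN1-YFP; read-out: % activation versus carbachol response; detection: intracellular calcium fluorescence with Fluo-8; doses: single test compound dose, 3 µM nominal, 0.3% DMSO; schedule: dye 1 h 37 °C plus 30 min RT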
# Calpain2 inh: blocks pig calpain II enzyme activity. purified calpain II, fluorogenic peptide substrate, 30 min. inhibition, % at 16 µM. 0.37% of 220,000 active. AID 1236;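 active means inhibition above about 50%, limit read from the data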
# thrombin 1536: inhibitors of human thrombin; 0.26% of 220,000 active; inhibition, % at 5 µM; alpha-thrombin, Boc-VPR-AMC fluorogenic substrate cleavage; P00734;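 active means inhibition at or above 40%; inactive means inhibition below 40%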;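 further: 0% = enzyme with no compound and 100% = wells without enzyme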
#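 System – human alpha-thrombin protein · Reagent – Boc-VPR-AMC substrate, 15 µM final · Compound – 5 µM single dose in 0.2% DMSO · Schedule – reaction at room temperature · Technique – AMC fluorescence at 355 nm excitation and 460 nm emission · Read-out basis – % inhibition relative to enzyme controls and enzyme-free blanks · Control set – no-compound enzyme wells and no-enzyme blanks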
# Furin inhibitor: human furin inhibition; purified furin, fluorogenic substrate cleavage; inhibition, % at 30 µM; AID 463115; 0.061% of 220,000 active; P09958; in the data active means inhibition above about 25%; further: inactives centre near -15
# TRPML3 agonist: human mucolipin-3 channel agonism; 0.29% of 220,000 active; AID 1448; HEK293 TRPML3-YFP, Fluo-8 calcium fluorescence; 100% = the carbachol control signal; activation, % at 3 µM;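 active means activation above its plate's cutoff, the mean activation of the plate's test wells plus 3 SD, cut at about 12% in these data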;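 further: 0% = DMSO only wells and 100% = carbachol wells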
# Target sequence (Q8TDD5 whole entry, looked up): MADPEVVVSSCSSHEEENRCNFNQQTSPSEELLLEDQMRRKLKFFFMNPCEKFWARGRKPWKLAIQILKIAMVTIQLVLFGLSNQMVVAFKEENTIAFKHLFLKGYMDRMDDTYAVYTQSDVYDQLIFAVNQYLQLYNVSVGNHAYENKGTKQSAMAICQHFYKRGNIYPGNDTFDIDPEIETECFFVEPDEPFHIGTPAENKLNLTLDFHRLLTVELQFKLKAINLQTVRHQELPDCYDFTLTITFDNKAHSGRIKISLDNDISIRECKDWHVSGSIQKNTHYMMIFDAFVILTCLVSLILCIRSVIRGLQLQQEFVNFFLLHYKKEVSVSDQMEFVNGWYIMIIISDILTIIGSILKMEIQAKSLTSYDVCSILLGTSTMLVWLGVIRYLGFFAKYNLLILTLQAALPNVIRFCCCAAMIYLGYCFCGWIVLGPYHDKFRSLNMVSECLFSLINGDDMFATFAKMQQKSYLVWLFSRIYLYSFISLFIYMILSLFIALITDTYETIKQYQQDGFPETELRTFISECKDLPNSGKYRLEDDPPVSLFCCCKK
#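 Material: TRPML3-YFP stable HEK293 cells | Dosing: One concentration, 3 µM nominal, 0.3% DMSO | Timing: 125 s total fluorescence read per well | Technique: Fluo-8 calcium dye fluorescence, ex 470-495, em 515-575 nm | Measure: Percent activation from peak-to-basal fluorescence ratio, scaled between DMSO and carbachol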
# EBV gp42 inh: EBV gp42 inhibition; Q1HVG2; Fluorescence polarization binding assay, mP read-out; inhibition, % (tested at 21.74 µM); 0.42% of 220,000 active; in the data active means inhibition above about 50%
# Target sequence (Q1HVG2 whole entry, looked up): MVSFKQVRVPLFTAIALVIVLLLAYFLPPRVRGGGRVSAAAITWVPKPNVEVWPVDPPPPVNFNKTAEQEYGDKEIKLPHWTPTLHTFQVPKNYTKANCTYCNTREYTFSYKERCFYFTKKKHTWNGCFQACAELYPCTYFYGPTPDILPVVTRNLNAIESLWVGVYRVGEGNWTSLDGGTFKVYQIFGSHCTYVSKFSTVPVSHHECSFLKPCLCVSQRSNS
# PPC-1+TRAIL kill: PPC-1 cancer cell killing with TRAIL present; PPC-1 cells + TRAIL, ATPLite viability luminescence; cell killing (% activity), % at 4 µM; 0.41% of 220,000 active;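 active means cell killing above 50% in the first pass at 4 µM, then a duplicate retest at 5 µM averaging 50% or more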;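 further: plate controls were cells with TRAIL plus DMSO for no effect and medium-only wells lacking cells for full effect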
# Tb hexokinase: T. brucei hexokinase 1 inhibition. 0.11% of 220,000 active. inhibition, % at 10 µM. recombinant TbHK1, G6PDH-coupled NADH A340;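 active means inhibition of 50% or more in the single-dose primary screen; inactive means inhibition below 50%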
# * hit, by the source's call; . = no result given; & = joins results of further samples; [ ] = dose if it differs, or a comment. Outcome played no part in choosing rows (roughly 3.6% active in at least one column).
SMILES,KCC2 mod,TRPN1 ag,Calpain2 inh,thrombin 1536,Furin inhibitor,TRPML3 agonist,EBV gp42 inh,PPC-1+TRAIL kill,Tb hexokinase
CCOC(=O)c1c(C)[nH]c(C(=O)COC(=O)c2[nH]c(C)c(C(C)=O)c2C)c1C,0.55,0.8,1,-4,-15[20 µM],1.5,-16,13,-14
O=C(CCCN1C(=O)/C(=C/c2cccs2)SC1=S)NNC(=O)c1ccncc1,.,1.1,15,-2,-18,1.4,8,-3,-11
COc1ccc(Sc2cc(C(F)(F)F)nc(-c3ccccn3)n2)cc1,-0.00076,-1.7,7,-4,-17[20 µM],-0.4,-4,14,0
O=C1CC(c2cccs2)CC2=C1C(c1ccccc1)n1ncnc1N2 (centres undefined),0.21,-1.1,-71,0,-4[20 µM],-0.7,-15,-7,-13
Cc1ccc(CNc2nc3ccccc3n3cnnc23)cc1,-0.01,0.6,-6,-2,-24,0.7,-21,-34,0
COCC(=O)NCCc1nc(-c2ccccc2)cs1,-0.37,0.1,-6,2,-21,0.7,-7,11,-1
COc1ccc(CNS(=O)(=O)c2cccc(S(=O)(=O)N3CCOCC3)c2)cc1,-0.36,0.0,-35,-2,-2[20 µM],-0.1,-3,1,-1
COc1ccc(C(C(=O)NC2CCCC2)N(CCN2CCOCC2)C(=O)c2ccc(OC)c(OC)c2)cc1 (centres undefined),.,-0.2,21,-4,-18[20 µM],1.1,3,-3,-7
CCc1c(C(=O)NCCc2ccc(OC)c(OC)c2)[nH]c(C)c1C(C)=O,0.44,-0.8,-21,3,-24[20 µM],-0.4,-35,6,-1
CCCCOc1ccc(S(=O)(=O)NNC(=O)C2Cc3c(ccc4ccccc34)O2)cc1 (centres undefined),.,-0.6,-6,5,-13[20 µM],0.6,3,-28,6
Cc1nc(SCC(=O)c2ccc(F)cc2)n[nH]1,-0.1,1.0,13,2,-20,0.7,-25,2,1
Cc1noc(/C=C/N(C)C)c1S(=O)(=O)N1CCc2ccccc21,-1,0.1,14,-3,-18,0.9,-2,6,-28
Cc1ccc(OC(=O)C2c3ccccc3Oc3ccccc32)cc1C,1.8,-0.2,0,-3,-1,0.3,-1,-21,28
Cc1ccc(S(=O)(=O)C2(C(=O)Nc3ccc(C(C)C)cc3)CC2)cc1,0.14,-3.5,5,-7,-7,-1.3,-12,7,-6
Cc1ccc(-c2c3c(=O)n(C)c(=O)n(C)c3cn2N2CCOCC2)cc1,-0.85,0.3,-42,-2,-3,-0.5,-20,25,-5
OC(COC(c1ccccc1)c1ccccc1)CN1CCOCC1 (centres undefined),0.29,-0.8,-2,4,-11,0.8,-18,11,-6
O=C(/C=C/c1ccc(Cl)cc1)NCc1cccs1,-0.73,-1.2,14,-2,-3,-0.9,10,12,36
O=C(Nc1ccc2oc(-c3cccnc3)nc2c1)c1ccc2c(c1)OCCO2,.,4.3,-60,-20,-18,1.4,-41,31,-1
COc1ccccc1C1(O)CCN(C(=O)c2cccs2)CC1,-0.51,0.3,18,5,-17[20 µM],-0.3,-9,-17,3
Cc1cccc(C2c3[nH]c4ccccc4c3CCN2C(=O)c2nn(C)c(=O)c3ccccc23)n1 (centres undefined),-0.12,-0.4,-103,-3,-11,0.0,-4,2,-13
Cc1ccc(S(=O)(=O)c2nc(Nc3nccs3)sc2Cl)cc1,-0.11,0.2,-49,4,-21,-0.1,-4,17,-5
O=C(O)CN1CCc2ccccc2C1,-0.19,0.1,-28,-7,-11,0.0,-21,14,0
CC#CCCc1nc2ccccc2c(=O)n1N,0.75,0.0,-10,-4,-29,0.3,-20,16,-3
Cc1cc(NS(=O)(=O)c2ccccc2)c([N+](=O)[O-])cc1C,0.82,-1.5,6,-4,1,0.0,9,6,38
O=C(Nc1cccc(C(F)(F)F)c1)c1cc(S(=O)(=O)N2CCCCC2)ccc1N1CCOCC1,-0.97,0.4,8,3,-23,0.4,-19,13,-9

# Six of the compounds above, as tab-separated lines:
compound	KCC2 mod	TRPN1 ag	Calpain2 inh	thrombin 1536	Furin inhibitor	TRPML3 agonist	EBV gp42 inh	PPC-1+TRAIL kill	Tb hexokinase
O=C(/C=C/c1ccc(Cl)cc1)NCc1cccs1	-0.73	-1.2	14	-2	-3	-0.9	10	12	36
O=C(Nc1ccc2oc(-c3cccnc3)nc2c1)c1ccc2c(c1)OCCO2	.	4.3	-60	-20	-18	1.4	-41	31	-1
COc1ccccc1C1(O)CCN(C(=O)c2cccs2)CC1	-0.51	0.3	18	5	-17[20 µM]	-0.3	-9	-17	3
Cc1cccc(C2c3[nH]c4ccccc4c3CCN2C(=O)c2nn(C)c(=O)c3ccccc23)n1 (centres undefined)	-0.12	-0.4	-103	-3	-11	0.0	-4	2	-13
Cc1ccc(S(=O)(=O)c2nc(Nc3nccs3)sc2Cl)cc1	-0.11	0.2	-49	4	-21	-0.1	-4	17	-5
O=C(O)CN1CCc2ccccc2C1	-0.19	0.1	-28	-7	-11	0.0	-21	14	0

# Continued.
SMILES,KCC2 mod,TRPN1 ag,Calpain2 inh,thrombin 1536,Furin inhibitor,TRPML3 agonist,EBV gp42 inh,PPC-1+TRAIL kill,Tb hexokinase
CC1CC(C)CN(c2ncc3c(n2)CC(c2ccccc2Cl)CC3=O)C1 (centres undefined),-0.33,0.0,15,2,-17,0.4,-22,20,-4
COC(=O)c1ccc(S(=O)(=O)N2CCCCCC2)n1C,0.025,1.3,14,1,-9,1.2,-9,4,-8
O=C(NNC(=O)c1ccc([N+](=O)[O-])cc1)NC1CCCCC1,0.81,0.3,-4,0,-6,0.9,-9,-4,-3
CCOC(=O)N1CCN(Cc2nc3c(c(=O)[nH]c(=O)n3C)n2CCCc2ccccc2)CC1,0.014,2.1,23,0,-32,1.1,-12,16,30
CC1(C)Cc2ccccc2-c2nc(NCCCO)[nH]c(=O)c21,0.13,0.4,-328,-12,-80,0.6,2,2,-32
CC(=O)N1CCC(N(CCN2CCOCC2)C(=S)Nc2cccc(C)c2C)CC1,0.39,2.1,28,15,-12,0.4,-1,43,27
Cc1cc(Cl)cc(Cl)c1OCCOc1cccc2cccnc12,-7*,-0.3,3,2,-22[20 µM],-0.1,-10,8,-2
COc1ccc(N(C(=O)c2ccc(S(=O)(=O)N3CCOCC3)cc2)C2C=CS(=O)(=O)C2)cc1 (centres undefined),0.63,0.8,2,-5,-33,0.3,-16,-1,4
Cc1ccc(-n2c(SCC(=O)NCc3ccco3)nc3sc(C)c(C)c3c2=O)cc1,-0.0049,0.3,-21,-5,-25[20 µM],0.7,-12,-2,-18
Cc1cc(C)c(S(=O)(=O)N(CC(=O)O)C2CCCCC2)c(C)c1,-0.82,1.6,-24,-2,3,0.4,-16,-4,-1
CN(C)c1cnn(-c2ccccc2)c(=O)c1Cl,-0.1,1.4,-5,-1,-16,0.5,-13,26,-14
Oc1ccc2c(ccc3[nH]cnc32)c1,-0.23,1.9,-24,3,-19,-0.5,-1,-6,-10
COc1ccccc1N1CCN(Cc2cccc(OC)c2OC)CC1,0.065,-0.4,-4,35,-22,0.5,10,18,-1
CCN(CC)c1ccc(N2C(=O)C3CCCCC3C2=O)cc1[N+](=O)[O-] (centres undefined),-0.25,5.7,26,0,-12,0.6,-11,-6,33
c1ccc(N2CCOCCOCCOCCOCCOCC2)cc1,0.51,-1.1,0,-4,-13,0.0,-99,24,0
O=C(OCCN1C(=O)CCC1=O)c1ccc(S(=O)(=O)N2CCCCC2)cc1,0.93,1.1,-1,2,-13,1.8,0,12,-5
CCN(CCn1cccn1)Cc1cn[nH]c1-c1ccc(OC)cc1F,-0.64,-0.1,11,2,-26,0.3,-8,14,-9
CCCCOc1ccc(-c2nnc(-c3ccncc3)o2)cc1,-1.2,1.5,-62,-3,-16,0.8,4,-40,0
COc1ccc2c(=O)c3c(=O)n(-c4ccc(C)cc4)c(-c4ccccc4)nc3oc2c1,-0.17,0.0,-12,4,-14,0.4,-7,-10,-20
CNc1ccc2nnc(C(F)(F)C(F)(F)C(F)(F)F)n2n1,-0.29,2.5,5,-8,-9,0.3,1,5,5
COC(=O)C1=C(N)Oc2cc(C)[nH]c(=O)c2C1c1ccccc1OC (centres undefined),0.53,1.5,-10,-6,-14,0.6,-7,-3,-12
O=[N+]([O-])c1cc2c(cc1Br)CCN2,-0.042,-1.6,-27,-8,1,-0.4,-5,-7,-2
COc1ccc(CN=C(C#N)C2=C(O)c3ccccc3C2=O)cc1,0.55,-2.2,15,-2,-25,-1.2,-16,9,-12
CCC1SC2=NCCN2C1(O)c1ccc(Cl)cc1 (centres undefined),0.6,0.0,3,11,-18,0.8,3,15,-2
c1ccc(CSc2nc3ncncc3[nH]2)cc1,0.15,-0.9,-15,2,-8,0.5,-10,-21,7
# (list continues)
SMILES,KCC2 mod,TRPN1 ag,Calpain2 inh,thrombin 1536,Furin inhibitor,TRPML3 agonist,EBV gp42 inh,PPC-1+TRAIL kill,Tb hexokinase
COc1ccc(CCNc2ncnc3c2[nH]c2cc(OC)c(OC)cc23)cc1OC,-0.031,0.9,-174,-2,-12,0.0,-24,16,-14
O=C(Cc1ccc(-n2c(=O)c3sccc3n(CC(=O)Nc3ccccc3)c2=O)cc1)NCc1ccco1,-6.7e-05,0.2,-17,-2,-22,0.4,-14,-26,-5
O=C(CCc1nnc(-c2ccccc2)o1)NCc1cc(F)ccc1F,-0.67,-0.3,-29,-9,-20,0.1,-8,9,1
CCCOC(=O)c1ccc(O)c(OC)c1,.,-0.4,18,0,-3,0.7,-13,16,4
NS(=O)(=O)c1ccc(NC(=S)NCc2ccccc2)cc1,0.6,1.8,13,-8,4,0.9,4,2,8
Cn1c(N)c(S(=O)(=O)NCc2ccc(Cl)cc2)c(=O)n(C)c1=O,-0.19,0.2,-26,-6,-25,1.0,-2,25,0
O=[N+]([O-])c1cc(S(=O)(=O)C(F)(F)F)ccc1Sc1nc2ccccc2s1,2.3,1.2,-56,1,-23,0.1,0,12,3
Cc1cccc(NC(=O)NC(C)C(c2cccs2)N2CCOCC2)c1 (centres undefined),.,-0.7,-4,-9,-21,0.2,-1,6,-2
Cn1ccnc1SCC(=O)n1c2c(c3ccccc31)CCCC2,-1.9,0.6,28,-1,10,-0.1,6,13,4
Cc1cccc(N2CCN(Cc3c(C)n(C)n(-c4ccccc4)c3=O)CC2)c1C,0.66,1.4,7,-4,-28[20 µM],0.4,-10,24,1
CCCCOC(=O)C1=C(C)Nc2ncnn2C1c1cccc(OC)c1OC (centres undefined),.,-0.8,4,-1,-3[20 µM],-0.9,-3,25,-2
Cc1cccc(-c2nc(CS(=O)CC(=O)N3CCN(C)CC3)c(C)o2)c1 (centres undefined),.,2.5,-7,0,-11,0.9,-8,-2,7
CCOC(=O)/C=C/C(=O)Nc1nccs1,-0.34,1.1,8,-10,-8,0.7,0,1,-15
CCOc1ccc2nc(SCc3cccc(C)c3)nc(C)c2c1,-0.68,0.9,-48,-3,-12,0.1,-18,38,-5
O=C1N=C(N2CCOCC2)S/C1=C/c1cccs1,0.027,1.4,20,-4,-5[20 µM],0.0,-5,10,-31
CC(=O)c1ccc(OCC(O)CN2CCN(Cc3ccc4c(c3)OCO4)CC2)cc1 (centres undefined),0.054&0.17,1.1,-9&22,-9&-4,-7&-20,1.7,2&-10,21&0,-1&-3
Cc1nc2ccc3[nH]snc3c2n1,0.13,0.6,-70,1,-5,0.9,-11,-10,-3
Cc1ccc(NC(=O)/C(=C/c2cccs2)NC(=O)c2ccco2)cc1,-0.69,-0.1,34,-9,-16,-0.4,-17,13,-33

# Source: PubChem (several laboratories)
